IMPase Li inh = IMPase inhibition in cells with lithium potentiation | CHO-M1 cells, IP1 TR-FRET (IP-One), carbachol + lithium | Potency, µM (highest dose often 59.4 µM), inactives show at the top dose activity, negative = IMPase inhibition, actives largely listed as inhibitors | hit rate 0.35% among 210,000 | AID 1457;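 further: IP1 builds up when IMPase is blocked and the TR-FRET signal falls; plate controls were basal vehicle for no effect and high inhibitor control for full effect; nearly all actives have a fitted effect of over 50% in size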
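Readout is a homogeneous TR-FRET IP1 immunoassay (Ex 320, Em 665 and 620), where raised cytosolic IP1 lowers signal. Cells were CHO-M1 treated 30 min at 37C with test compounds plus a little lithium; AC50 values came from Hill-equation fitting.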
RECQ1 helicase = RECQ1 (human) helicase inhibition | Potency, µM (top dose mostly 57.3 µM), inactives show at the top dose activity, negative = inhibition, usual class: inhibitors | RECQ1 DNA unwinding, red fluorescence kinetic read | P46063 | hit rate 0.54% among 240,000;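 further: plate controls were vehicle for no effect and no enzyme for full effect; nearly all actives have a fitted effect of over 30% in size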
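50 nM RECQ1T1 preincubated 15 min with compound in Tris pH 8.0 buffer with MgCl2, DTT, Tween-20 and 2.5 ug/ml poly(dI-dC); started with 200 nM TAMRA/BHQ-2 forked duplex and 2 mM ATP. Unwinding read as fluorescence (525/598 nm), two reads 2 h apart.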
Epigenetic derep = epigenetic control regulation, reporter derepression; Potency, µM (highest dose often 53.9 µM), for inactives: at the top dose GFP activation, most hits filed as activators; AID 1865; hit rate 0.2% among 280,000; murine LDR cells, GFP reporter derepression, 30 h; further: % of control where 0% means no effect; nearly all actives have a fitted effect of over 60% in size
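Murine LDR cells bearing a silenced CMV-driven GFP reporter were exposed to compound for 30 h at 37 C. After PBS washes, GFP-positive cells (20-120 um objects) counted by laser-scanning microplate cytometry.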
SMN2 splice up = SMN2 splice variant enhancement | AID 1458 | hit rate 2.8% among 210,000 | HEK293 SMN2-luciferase splicing reporter, luminescence, 30-36 h | Potency, µM (titrated, usually from 46.1 µM), for inactives: top-dose activity change, positive = activation, actives largely listed as activators; further: % of control where 0% means no effect; nearly all actives have a fitted effect of over 55% in size
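qHTS luciferase splicing reporter: luminescence rises when SMN2 exon 7 is included in transfected HEK293 cells. Compound exposure lasted 30-36 h at 37C, with 4.5 mM final sodium butyrate as control, followed by a ONE-Glo read.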
NPSR antagonist = antagonists of human neuropeptide S receptor cAMP signaling; Q6W5P4; CHO-NPSR cells, cAMP TR-FRET, antagonist mode; Potency, µM (highest dose often 38.3 µM), for the others: at the top dose activity change, negative = inhibition, hits mostly inhibitors; hit rate 1% among 220,000; AID 1461; further: on the % scale 0 is the no-effect control and ±100 the full control effect; nearly all actives have a fitted effect of over 50% in size; many of its hits are not listed in these tables
Target sequence (Q6W5P4 whole entry, looked up): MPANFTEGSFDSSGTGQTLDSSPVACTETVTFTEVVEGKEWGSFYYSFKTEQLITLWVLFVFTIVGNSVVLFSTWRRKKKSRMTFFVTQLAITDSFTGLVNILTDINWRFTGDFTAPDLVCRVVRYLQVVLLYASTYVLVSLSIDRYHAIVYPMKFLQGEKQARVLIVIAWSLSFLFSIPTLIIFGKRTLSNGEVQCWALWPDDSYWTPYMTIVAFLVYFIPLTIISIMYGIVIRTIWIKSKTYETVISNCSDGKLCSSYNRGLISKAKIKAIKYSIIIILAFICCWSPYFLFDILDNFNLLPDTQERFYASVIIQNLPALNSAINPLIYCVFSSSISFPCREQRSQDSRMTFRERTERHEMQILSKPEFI
JMJD2E inh = inhibitors of human JMJD2E histone demethylase; B2RXH2; JMJD2E catalytic domain, FDH-coupled NADH fluorescence (FDH is formaldehyde dehydrogenase); Potency, µM (top dose mostly 57.1 µM), without a hit: top-dose activity change, negative = inhibition, actives largely listed as inhibitors; hit rate 1.6% among 230,000; AID 2147; active means well fitted inhibition curve with a large enough effect, not every such curve was filed as active; inconclusive means small, poorly fitted or top-dose-only effect, or another doubt; inactive means no such curve, though single readings can be large or run the other way;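 further: 0% = wells with enzyme and -100% = buffer wells without enzyme; nearly all actives have a fitted effect of over 50% in size; many of its hits are not listed in these tables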
Target sequence (B2RXH2 1-337 limits assumed): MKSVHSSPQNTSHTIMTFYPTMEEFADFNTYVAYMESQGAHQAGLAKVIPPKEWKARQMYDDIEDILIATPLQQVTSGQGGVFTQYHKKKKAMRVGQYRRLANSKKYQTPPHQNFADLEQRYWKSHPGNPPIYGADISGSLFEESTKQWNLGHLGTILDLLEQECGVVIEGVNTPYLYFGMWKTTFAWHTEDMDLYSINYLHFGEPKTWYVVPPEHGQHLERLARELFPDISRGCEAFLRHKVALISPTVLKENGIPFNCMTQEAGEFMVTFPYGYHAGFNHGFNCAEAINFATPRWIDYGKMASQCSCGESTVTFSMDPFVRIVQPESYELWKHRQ
GoLoco inh red = RGS12 GoLoco-Gai1 interaction inhibition. Gai1:RGS12 GoLoco peptide FP, rhodamine, 10 min. AID 880. hit rate 0.44% among 230,000. Potency, µM (top dose mostly 61.6 µM), without a hit: at the highest dose activity, negative = inhibition, usual class: inhibitors; active means well fitted inhibition curve with a large enough effect, not every such curve was filed as active; inactive means no such curve, though single readings can be large or run the other way; further: on the % scale 0 is the no-effect control and ±100 the full control effect; nearly all actives have a fitted effect of over 30% in size; many of its hits are not listed in these tables
Target sequence (P63096 whole entry, looked up): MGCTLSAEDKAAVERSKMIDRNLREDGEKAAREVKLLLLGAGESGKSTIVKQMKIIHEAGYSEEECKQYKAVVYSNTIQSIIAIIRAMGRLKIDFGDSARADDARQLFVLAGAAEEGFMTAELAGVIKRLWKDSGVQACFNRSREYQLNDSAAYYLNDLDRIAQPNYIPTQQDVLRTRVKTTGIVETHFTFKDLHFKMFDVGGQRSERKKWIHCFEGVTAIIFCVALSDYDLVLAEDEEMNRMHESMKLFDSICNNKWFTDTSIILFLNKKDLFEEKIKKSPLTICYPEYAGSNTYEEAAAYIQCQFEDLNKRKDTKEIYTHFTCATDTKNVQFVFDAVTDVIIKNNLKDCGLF
Luc counter = blocks Kinase-Glo luciferase, a counter-screen artifact | hit rate 0.28% among 200,000 | Kinase-Glo luciferase, ATP luminescence, 8 min | AID 1379 | Q27757 | Potency, µM (highest dose often 38.3 µM), for the others: at the highest dose activity change, negative = inhibition, usual class: inhibitors; further: on the % scale 0 is the no-effect control and ±100 the full control effect; nearly all actives have a fitted effect of over 60% in size
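Light output from Kinase-Glo luciferase with luciferin and 10 uM ATP in 50 mM imidazole pH 7.2, KCl, MgCl2, Tween 20, BSA; compound pin-delivered, 8-min ambient incubation, then luminescence read.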
Active calls of the source: *; i = inactive; ? = inconclusive; · = no result given; [ ] = remark or other dose. Unless noted, the call rests on the fitted dose curve; in most records, active means well fitted curve in the direction sought with a large enough effect; inconclusive means small, poorly fitted or top-dose-only effect, or another doubt; inactive means no such curve, though single readings can be large; an effect the other way counts as inactive or inconclusive. Potency means the concentration at half of the fitted maximal effect. The list is partial; rates above refer to the full screens.

molecule | IMPase Li inh | RECQ1 helicase | Epigenetic derep | SMN2 splice up | NPSR antagonist | JMJD2E inh | GoLoco inh red | Luc counter
COc1cc([N+](=O)[O-])ccc1NC(=O)C[n+]1cccc(C(C)=O)c1 | 8% | i | -0.2% | 16% | 6% | -8% | 32%[activator] | -7%
CCOc1cc(NS(=O)(=O)c2ccc(OC)cc2)c(OCC)cc1NC(=O)c1ccco1 | 12% | 1% | 1.0% | 6% | -17%[46.1 µM] | ? | 14% | 1%
CCCCCCn1c(SCC(=O)Nc2cc(C)on2)nc2ccccc2c1=O | -8% | -1% | -2.2% | -9% | ? | -7% | 5% | -1%
COc1ccc(CN2CN(C3CCCC3)CSC2=S)cc1 | -4% | -21% | ? | -14% | -14% | -1% | 6% | -3%
Cc1ccc2c(c1C)NC(=O)CC(c1ccccc1O)=N2 | · | -4% | 0.0% | · | ? | 5% | 6% | ·
CCOc1ccccc1NC(=O)Cn1nnc(C(=O)Nc2ccccc2Cl)c1N | ? | 15% | 8.1% | -12% | 1%[46.1 µM] | -7% | 24% | 3%
COc1ccc(-c2nnc(SCC(=O)c3cccs3)o2)c(OC)c1 | -6%[38.3 µM] | -3% | 1.1% | -12% | -15%[46.1 µM] | 3% | 10% | -6%
O=C(Nc1ccc(F)c(Cl)c1)Nc1csc2ccccc12 | · | -9% | 0.0% | · | ? | 2% | 7% | ·
CCOc1cc(/C=N\NC(=O)Cn2nnc3ccccc32)ccc1O | 1% | 1% | -2.6% | 3% | 3% | -11% | 4% | 2%
COC(=O)c1oc2ccc(Cl)cc2c1NC(C)=O | 19%[38.3 µM] | -2% | -1.1% | -2% | -4%[46.1 µM] | ? | -5% | 0%
COc1ccc(-c2nc(C#N)c(NC(C)C)o2)cc1 | 2%[38.3 µM] | -14% | 4.3% | 5% | 5%[7.67 µM] | ? | 7% | -3%
CCSc1ccc2nnc(-c3cccs3)n2n1 | -9% | i | -1.4% | 10% | -11% | -17% | 4% | -2%
O=[N+]([O-])c1ccc(-n2nnnc2CN2CCOCC2)cc1 | 3% | 3% | 0.0% | 1% | 11% | 9% | 12% | -3%
COc1ccc(CCNc2ccc(C)cc2)cc1 | 28%[38.3 µM] | -10% | 0.7% | -13% | 0%[46.1 µM] | -6% | -2% | -2%
O=[N+]([O-])c1cc([N+](=O)[O-])c2c(=Nc3ccccc3)n(-c3ccccc3)n(O)c2c1 | 24% | 8% | -2.2% | -47%[inhibitor] | ? | ? | -75% | -13%

Following part.
molecule | IMPase Li inh | RECQ1 helicase | Epigenetic derep | SMN2 splice up | NPSR antagonist | JMJD2E inh | GoLoco inh red | Luc counter
Cc1cc2c(=O)[nH]c(Cc3ccccc3)nc2s1 | 5% | 0% | -1.1% | 16% | 5% | 4% | 11% | 5%
Cc1ccc2cc(C(c3nnnn3Cc3ccccc3)N3CCc4ccccc43)c(=O)[nH]c2c1 (stereo not given) | 36%[activator][38.3 µM] | i | 0.0% | -6% | -12%[46.1 µM] | -16% | 7% | -2%
Cn1nc(-c2ccccc2)c(CO)c1Sc1ccccc1 | 1% | 0% | 1.1% | -34%[inhibitor] | -2% | -24% | -8% | 2%
CN1/C(=C/C=C(/C#N)C(N)=O)C(C)(C)c2ccccc21 | 0%[38.3 µM] | 4% | 1.3% | -13% | -6%[46.1 µM] | -5% | 44%[activator] | -2%
Cc1ccc(C(=O)COC(=O)CCc2nc3ccccc3[nH]c2=O)cc1C | 4%[38.3 µM] | -10% | -1.4% | -13% | -12%[46.1 µM] | ? | -1% | -2%
O=C(O)c1cccc(Cn2cc(Cl)cn2)c1 | -2%[38.3 µM] | -4% | -0.3% | 15% | -6%[46.1 µM] | -8% | 3% | 11%
Cc1cc2nc(C(F)(F)F)[nH]c(=O)n2n1 | 1%[38.3 µM] | -8% | 0.3% | -10% | -15%[46.1 µM] | -2% | -2% | -1%
O=C(COc1ccccc1)NNC(=O)c1cc2ccccc2o1 | 0% | -3% | -1.8% | -13% | 22% | 8% | 8% | -1%
CN(C(=O)CC1C(=O)NCCN1Cc1ccc(F)cc1)C1CCOCC1 (stereo not given) | · | -10% | -2.7% | · | 56% | ? | -1% | ·
COC(=O)c1cc(OC)c(OC)cc1NC(=S)N1CCN(c2ccccc2)CC1 | 5% | -15% | -1.1% | 0% | -15%[46.1 µM] | 3% | 6% | 4%
O=C(NCc1ccccn1)C1CCN(Cc2cccc(OCc3ccccc3)c2)CC1 | -6% | 12% | 8.7% | -3% | 13% | ? | 2% | -1%
CCC(OCC(O)CN1CCN(CCN2C(=O)c3cccc4cccc(c34)C2=O)CC1)c1ccccc1 (stereo not given) | 11% | -13% | -1.3% | -36%[inhibitor] | -16% | ? | 2% | -2%
COc1ccccc1N(C)S(=O)(=O)c1ccc(C(=O)OCC(=O)N(C(C)C)C(C)C)cc1 | 16% | -1% | -1.5% | 15% | -23% | 1% | 3% | 2%
Cn1cnnc1SCC(=O)NNC(=O)COc1ccc(Br)cc1 | -2% | -3% | -3.7% | · | 9% | -4% | 0% | -3%
Cc1ncc(C[n+]2csc(C)c2C)c(N)n1 | 7% | -1% | 2.1% | · | -11% | ? | 10% | -1%

Other entries:
molecule | IMPase Li inh | RECQ1 helicase | Epigenetic derep | SMN2 splice up | NPSR antagonist | JMJD2E inh | GoLoco inh red | Luc counter
O=[N+]([O-])c1cccc(-c2ccn[nH]2)c1 | · | -1% | 1.1% | · | 2% | -20% | 6% | ·
CC1=NN(/C(=N\c2nnc(C)s2)Nc2ccccc2)[C@H](c2cccc3ccccc23)S1 | 7% | 4% | 1.2% | -83%[inhibitor] | ? | 4% | -12% | -5%
Cc1ccc(NCC(=O)N/N=C\c2ccc([N+](=O)[O-])o2)cc1 | 10%[38.3 µM] | -5% | -2.1% | -12% | 5%[46.1 µM] | -5% | 3% | -2%
C=CCNc1oc(-c2cccs2)nc1C#N | -10%[38.3 µM] | i | 0.0% | 1% | 18%[46.1 µM] | ? | 5% | 18%
O=C(COc1ccccc1)NC1CCCc2ccccc21 (stereo not given) | -2% | -2% | 1.1% | -23% | -7% | 4% | -2% | 1%
O=c1c2c(-c3cccs3)csc2[nH]c(=S)n1-c1ccccc1 | 10µM* | -18% | 1.2% | -22% | ? | -1% | 15% | -4%
O=C(N/N=C/c1ccc(-c2ccccc2)o1)c1ccccc1O | · | -15% | -1.6% | · | 4% | ? | 5% | ·
C=CCc1c(C)nc(C)nc1N/N=C/c1ccc(F)cc1 | 37%[38.3 µM] | -10% | -1.0% | -18% | -10%[46.1 µM] | -3% | 11% | -4%
COc1ccc(C(=O)/C=C2\Sc3ccccc3N2C)cc1 | 9% | i | -2.7% | 7.9µM* | -44% | ? | 11% | -15%
Cc1[nH]c2ccccc2c1C(c1ccccn1)N1CCC(C(N)=O)CC1 (stereo not given) | 14%[38.3 µM] | -2% | -4.9% | -2% | -2%[46.1 µM] | ? | -3% | 4%
COc1ccc(CC(=O)OC2CCCN(C)C2)cc1 (stereo not given) | 13% | 5% | 0.0% | 3% | 5% | -4% | -9% | 1%
Cc1ccc(OCC(=O)Nc2ccc(N3CCN(C(=O)c4ccco4)CC3)cc2)cc1C | 22% | -10% | -2.8% | · | ? | 9% | 7% | -3%
N#Cc1c2c(c(NCc3ccco3)n3c1nc1ccccc13)CCC2 | 1%[38.3 µM] | -10% | 1.3% | -7% | -8%[46.1 µM] | ? | 18% | 1%
COC(=O)Cc1[nH]nc2c1C(c1cc(OC)c(OC)c(OC)c1)C(C#N)=C(N)O2 (stereo not given) | · | -11% | 0.5% | · | 8% | -3% | 7% | ·
O=C(CSc1nnc2ccc(-c3ccccn3)nn12)NCC1CCCO1 (stereo not given) | 11% | i | -4.6% | -3% | 4% | -11% | 1% | 2%

The results go on.
molecule | IMPase Li inh | RECQ1 helicase | Epigenetic derep | SMN2 splice up | NPSR antagonist | JMJD2E inh | GoLoco inh red | Luc counter
CCCCOc1nc2ccccc2nc1C(C#N)S(=O)(=O)c1ccccc1 (stereo not given) | 39%[activator][38.3 µM] | 1% | -1.9% | · | -13%[46.1 µM] | 95%[activator] | 5% | -2%
COc1ccc(N=CC2=C(O)c3ccccc3C2=O)c(OC)c1 | -9%[38.3 µM] | -10% | -2.3% | -60%[inhibitor] | -11%[46.1 µM] | 4% | 6% | 4.5µM*
COc1ccc(C(=S)N2CCCCCC2)cc1 | -2% | -9% | -1.0% | -16% | -19% | -5% | 2% | 0%
CN(C)/C=C/C(=O)c1cc(N2CCOCC2)ccc1[N+](=O)[O-] | 1% | -8% | 14% | 6% | 4% | 0% | -2% | 5%
Cc1ccc(Cn2ccc(C3CC3)n2)cc1 | 3% | -1% | -0.1% | ? | 1% | -7% | 8% | -3%
Cc1ccc2occ(C(c3nnnn3Cc3ccccc3)N3CCOCC3)c(=O)c2c1 (stereo not given) | -5%[38.3 µM] | -10% | 4.8% | -11% | -11%[46.1 µM] | -2% | 3% | -2%
NS(=O)(=O)c1ccc(CCNC(=O)c2cc(-c3ccc(Br)cc3)nc3ccccc23)cc1 | 15% | i | 5.7% | 11% | -34% | ? | 13% | -2%
CN(C)CCOC(=O)/C(=C/c1cn(C)c2ccccc12)NC(=O)c1ccccc1 | · | -10% | -5.2% | · | 3% | -24% | 4% | ·
CCOC(=O)c1ccc(OCc2nc(-c3cccs3)no2)cc1 | 30%[38.3 µM] | -7% | 0.9% | 12% | -12%[46.1 µM] | 2% | 8% | -1%
O=C(NNc1ccccc1)C(=O)N1CCCCC1 | 1% | 0% | 2.1% | -8% | 12% | 1% | 6% | 0%
CCOC(=O)c1ccc(Oc2nc(NC)nc(Nc3ccccc3)n2)cc1 | 11%[38.3 µM] | -13% | -0.7% | -27% | -17%[46.1 µM] | -1% | -17% | -6%
COc1ccc(-c2nn(CC(=O)N(C)C)c(=O)c3ccccc23)cc1 | -1%[38.3 µM] | i | -1.0% | · | -4%[46.1 µM] | ? | 6% | -6%
COc1cc([N+](=O)[O-])ccc1NC(=O)Cc1ccccc1 | 2% | 17% | -0.9% | -9% | -12% | 6% | -3% | 1%
